# Screening data: PubChem BioAssay, several laboratories
# NPY1 pot ag: potentiates or activates human NPY-Y1 receptor; NPY-Y1 expressing cells, potentiator/agonist activation; P25929; hit rate 0.37% among 220,000; activation, % at 3.6 µM; in the data active = activation above about 33%, passing the limit was not always enough;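 also: cells stimulated with NPY at EC10 then isoproterenol at EC100; 0% = low agonist plus stimulus and 100% = saturating agonist plus stimulus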
# CHOP inh: CHOP inhibition in unfolded protein response; CHO-K1 CHOP-promoter luciferase, tunicamycin-induced, 15-18 h; inhibition, % at 10 µM; hit rate 3.8% among 220,000; AID 2732;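 active = compounds that reduced the stress-induced luciferase reporter signal by more than about 70% of percent inhibition, limit read from the data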;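 also: 0% = tunicamycin plus vehicle and 100% = wells without tunicamycin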
# Ba/F3 V617F tox: lowers viability of Ba/F3 cells expressing EpoR and JAK2V617F | inhibition, % at 5.6 µM | ATP luminescence | hit rate 1.1% among 220,000 | AID 1446;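 active = inhibition above the campaign mean plus 3 SD over all tested compounds, cut at about 24% in these data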;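 also: cytokine-independent growth of Ba/F3 cells driven by EpoR plus mutant JAK2; 0% = DMSO-treated cells and 100% = JAK inhibitor I control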
# S1P4 antag: human S1P4 receptor antagonism; inhibition, % at 4.98 µM; hit rate 0.26% among 220,000; O95977; S1P4-expressing cells, antagonist mode, reporter read-out; in the data active = inhibition above about 29%;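 also: 0% = wells stimulated with agonist and 100% = vehicle wells without agonist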
# Target sequence (O95977 whole entry, looked up): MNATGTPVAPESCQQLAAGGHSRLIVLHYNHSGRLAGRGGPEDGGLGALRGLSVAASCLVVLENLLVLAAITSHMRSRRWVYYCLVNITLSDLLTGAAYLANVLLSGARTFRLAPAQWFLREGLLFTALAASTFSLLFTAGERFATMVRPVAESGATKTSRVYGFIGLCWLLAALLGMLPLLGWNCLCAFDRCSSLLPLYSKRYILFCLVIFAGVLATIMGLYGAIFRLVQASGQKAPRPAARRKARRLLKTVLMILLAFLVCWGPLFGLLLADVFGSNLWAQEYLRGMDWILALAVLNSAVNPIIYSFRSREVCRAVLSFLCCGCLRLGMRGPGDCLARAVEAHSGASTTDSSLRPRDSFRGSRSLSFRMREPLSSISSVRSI
# S1P4 ag: activates the human S1P4 receptor; hit rate 0.35% among 220,000; O95977; S1P4-expressing cell line, agonist reporter assay; AID 1509; activation, % at 4.98 µM; in the data active = activation above about 11%;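 also: 0% = DMSO vehicle and 100% = reference agonist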
# NPY Y1 blocker: antagonists of human neuropeptide Y receptor Y1 | P25929 | HEK293-CNG Y1 cells, membrane potential fluorescence; NPY at EC95, then isoproterenol | hit rate 1% among 200,000 | inhibition, % at 3.6 µM;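 active = inhibition above the campaign mean inhibition of all tested compounds plus 3 SD, cut at about 20% in these data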;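 also: 0% = DMSO wells given NPY plus isoproterenol and 100% = isoproterenol alone without NPY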
#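 Assay system: HEK293 cells with Y1 receptor plus CNG channel | Probe or stimulus: NPY (25 nM), isoproterenol (1 µM), Ro 20-1724 (25 µM) | Timing: Compound incubation 1 h at room temperature, readout 45 min post-stimulation | Measured by: Membrane-potential fluorescent dye readout | Benchmarks: High control isoproterenol alone, low control NPY with isoproterenol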
# BaF3 parental: parental Ba/F3 viability inhibition as JAK2V617F counter-screen | inhibition, % at 5.6 µM | CellTiter-Glo ATP luminescence | AID 1486 | hit rate 1.1% among 220,000;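 active = inhibition above a per-campaign cutoff, the mean inhibition of all tested compounds plus 3 SD, cut at about 27% in these data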;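 also: 0% = DMSO wells and 100% = JAK Inhibitor I control wells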
# p47phox inh: blocks human p47phox regulatory protein of NADPH oxidases; P14598; p47phox/p22phox peptide binding, fluorescence polarization, 2 h; inhibition, % at 24.7 µM; hit rate 0.53% among 220,000; AID 1274;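 active = inhibition above about 30%, limit read from the data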;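 also: 0% = p47phox with labelled peptide and 100% = labelled peptide alone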
# Target sequence (P14598 whole entry, looked up): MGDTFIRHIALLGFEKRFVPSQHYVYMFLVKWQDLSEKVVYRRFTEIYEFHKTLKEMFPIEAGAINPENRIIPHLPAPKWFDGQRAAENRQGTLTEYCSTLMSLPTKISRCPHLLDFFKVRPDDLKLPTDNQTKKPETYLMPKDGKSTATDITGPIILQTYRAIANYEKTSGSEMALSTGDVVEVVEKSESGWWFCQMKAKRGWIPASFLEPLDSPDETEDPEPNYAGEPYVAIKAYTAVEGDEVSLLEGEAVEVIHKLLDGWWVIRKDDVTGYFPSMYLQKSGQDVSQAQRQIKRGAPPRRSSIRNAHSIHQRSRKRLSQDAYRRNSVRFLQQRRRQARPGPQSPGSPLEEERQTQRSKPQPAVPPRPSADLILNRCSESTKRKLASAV
# NPY2 pot ag: potentiators or agonists of human neuropeptide Y receptor Y2; hit rate 0.45% among 220,000; activation, % at 3.6 µM; AID 1359; cells expressing NPY-Y2, potentiator/agonist read-out; in the data active = activation above about 27%;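 also: cells stimulated with NPY near EC25 plus isoproterenol at EC100; 0% = vehicle plus submaximal agonist and 100% = vehicle plus saturating agonist; some results beyond the cut were filed as inactive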
# The depositor's hits bear a star; . = no result given.
No.	mol	NPY1 pot ag	CHOP inh	Ba/F3 V617F tox	S1P4 antag	S1P4 ag	NPY Y1 blocker	BaF3 parental	p47phox inh	NPY2 pot ag
1	COc1ccc(C(=O)C[n+]2ccc3c(c2)nc(-c2ccccc2)n3C)cc1	2	-5	7	1	-2.0	3	13	-7	-14
2	O=C(NC(Cc1ccc(F)cc1)C(=O)O)c1ccccc1 (stereo not given)	0	11	-2	-7	-4.3	0	4	-5	-9
3	Cn1c(CSc2nc3ccc(Br)cc3[nH]2)nc2ccccc21	-14	47	5	11	0.5	7	5	4	-10
4	O=C(c1ccc(Br)s1)N1CCN(c2ncccn2)CC1	-23	22	-4	-14	0.0	3	4	-11	10
5	COc1cc(NC(=S)N2CCOCC2)c(OC)cc1Cl	-12	-3	2	14	0.8	.	-2	-3	8
6	CCC(=O)N(c1ccc(C(=O)O)cc1)c1nc(-c2ccc(OC)cc2)c(C)s1	16	9	-1	3	-0.9	-1	7	-2	7
7	CC(C)(C)C(=O)Nc1ccc(N2CCN(S(C)(=O)=O)CC2)cc1	4	16	-3	-3	-0.6	0	0	2	3
8	COc1ccc(N2CCN(C(=O)c3cccc4nc(C)oc34)CC2)cc1	0	19	-5	-10	-0.2	-2	0	0	-5
9	COc1cc2c(cc1OC)C(C)=NCC2	-5	16	-1	-6	-0.9	5	0	-2	6
10	COc1cccc(-c2nnc(NC(=O)c3ccc(Cl)s3)o2)c1	-28	-35	-3	-6	0.5	2	0	1	-13
11	Cc1cc(C)c(NC(=S)NC(=O)c2ccc(-c3ccccc3)cc2)c(C)c1	-8	31	4	2	-1.6	1	5	-11	6
12	CCOC(=O)C1(Cc2cccc(Cl)c2)CCCN(C(=O)CCOC)C1 (stereo not given)	9	-24	0	10	0.7	8	6	-6	-18
13	OC1(c2cccc(F)c2)CCN(Cc2ccncc2)CC1	-17	3	0	-27	1.7	2	0	-5	2
14	CN(C)S(=O)(=O)c1ccc(S(=O)(=O)Nc2ccc3c(c2)oc2ccccc23)cc1	8	30	-2	1	-2.3	-7	0	-11	1
15	COc1cc2c(cc1OC)C(COc1ccccc1OC)N(C(=O)c1ccco1)CC2 (stereo not given)	-24	-1	4	0	0.2	8	1	7	-11
16	CC1(C)C(=O)NCCN1C(=O)CCCC(=O)O	4	-10	3	-6	0.3	0	3	4	0
17	O=S(=O)(Nc1ccc(Cl)cn1)c1cccc(S(=O)(=O)c2ccccc2)c1	-1	-4	3	-1	0.6	3	9	1	-4
18	COC(=O)C1=C(C)NC(C)=C(C(=O)OC)C1C(=O)OC1CCCCC1=O (stereo not given)	11	-28	2	-10	1.3	7	4	-7	6
19	CC(C)N1C(=O)C2C(C(=O)NCc3ccccc3)C3C=CC2(O3)C1C(=O)NC(C)(C)C (stereo not given)	21	-11	3	-5	0.8	15	6	-10	5
20	CC12C(=O)N(c3ccccc3C(=O)O)C(=O)C1C1C=CC2C1 (stereo not given)	10	4	0	-14	1.3	2	0	-6	8
21	CCc1ccc2[nH]c(=O)c(C(c3nnnn3Cc3ccc(OC)cc3)N3CCOCC3)cc2c1 (stereo not given)	5	19	2	-2	1.8	3	8	-9	-34
22	Cc1ncc(CC(=O)n2cc(C(=O)c3cc(F)ccc3O)cn2)s1	-9	15	-2	-15	-0.6	9	-1	-1	-2
23	CCOc1cc(C(=O)NCCCn2ccnc2)cc(OCC)c1OCC	-17	30	-4	-1	0.1	-3	-2	-4	4
24	O=C(CSc1nc(C2CCCCC2)n(-c2ccccc2)n1)NCCN1C(=O)CSC1=O	-13	5	-1	-34	-1.4	1	2	1	-7
25	CC1CCC(N2CCNCC2)CC1 (stereo not given)	-2	1	-5	-8	-1.5	1	2	-1	10
26	CCOC(=O)c1c(C)n(C)c2ccc(OCCN(C)C)cc12	-3	11	2	-6	0.4	6	4	-6	-1
27	S=C1NC(c2ccccc2)=CC(c2ccccc2)N1 (stereo not given)	-17	0	-2	-9	1.6	7	3	-5	-4
28	Cc1cc(C)nc(Oc2ccc(Br)cc2)n1	-7	13	-1	-4	-0.8	.	-8	30	91*
29	CN(C)C=Nc1nonc1-c1ccc(Cl)cc1	-3	17	-1	20	-0.1	.	-3	-9	-4
30	Cc1cnc(NC(=O)CCCc2nc3ccccc3s2)s1	-6	64	1	-18	-1.9	1	6	-11	-23

# Arranged by SMILES length (falling): 3 of the compounds above.
No.	mol	NPY1 pot ag	CHOP inh	Ba/F3 V617F tox	S1P4 antag	S1P4 ag	NPY Y1 blocker	BaF3 parental	p47phox inh	NPY2 pot ag
24	O=C(CSc1nc(C2CCCCC2)n(-c2ccccc2)n1)NCCN1C(=O)CSC1=O	-13	5	-1	-34	-1.4	1	2	1	-7
7	CC(C)(C)C(=O)Nc1ccc(N2CCN(S(C)(=O)=O)CC2)cc1	4	16	-3	-3	-0.6	0	0	2	3
27	S=C1NC(c2ccccc2)=CC(c2ccccc2)N1 (stereo not given)	-17	0	-2	-9	1.6	7	3	-5	-4

# (further entries)
No.	mol	NPY1 pot ag	CHOP inh	Ba/F3 V617F tox	S1P4 antag	S1P4 ag	NPY Y1 blocker	BaF3 parental	p47phox inh	NPY2 pot ag
31	O=C(O)/C=C/C(=O)NC1CC1	-3	-16	-1	-15	0.8	8	3	-3	-6
32	CCOc1cc(NC(=O)c2ccco2)c(OCC)cc1NC(=O)c1cc(OC)c(OC)c(OC)c1	-9	61	1	-16	1.2	6	3	10	-3
33	CSc1ccccc1C(=O)Nc1cccc([N+](=O)[O-])c1	5	1	0	-7	1.3	2	2	-12	5
34	CCNC(=O)NC(=O)C(C)SCc1ccccc1C (stereo not given)	9	35	1	-12	-0.8	0	7	-3	4
35	Cn1c2ccccc2n2c(=O)c(=O)n(CC(=O)N3CCCc4ccccc43)nc12	7	-8	2	-2	-0.5	2	1	-10	5
36	CCCNC(=O)CSc1nnc(-c2ccc(F)cc2)o1	-2	7	-1	-18	1.1	1	6	-5	0
37	O=C(COC(=O)c1cnccn1)c1ccc(Cl)c([N+](=O)[O-])c1	13	4	-2	-3	-0.9	.	-4	-13	6
38	CC(C)(C)NC(=O)CN(C(=O)Cn1nnc(-c2ccc(Cl)cc2)n1)C1CCN(Cc2ccccc2)CC1	0	72*	-3	-16	-1.3	10	3	-1	13
39	CC(=O)c1c(N2CCN(CCO)CC2)nc(=S)n(-c2ccccc2)c1C	-5	5	5	2	-0.6	1	12	-7	-9
40	COCc1nnc(NC(=O)c2ccccc2[N+](=O)[O-])s1	-15	15	-2	-8	-3.0	4	6	1	-3
41	Cc1csc(NC(=O)CSc2nnc(-c3cc(C)on3)o2)n1	8	-8	-4	-4	0.8	-4	7	-2	-3
42	CC(=O)Nc1ccc(OCC(O)CN2C(C)CCCC2C)cc1 (stereo not given)	0	-3	-2	-40	0.1	-1	0	-9	-4
43	O=C(OCC(=O)N1CCN(C(=O)c2ccco2)CC1)c1sc2ccccc2c1Cl	-11	0	-2	12	0.3	13	3	-9	10
44	Cc1ccc(C(=O)OCC(=O)N(C)C2CCS(=O)(=O)C2)cc1[N+](=O)[O-] (stereo not given)	10	-11	-2	-5	1.3	-3	3	2	1
45	Cn1c2ccccc2c2cc(C(=O)NNC(=O)CCl)sc21	-9	12	22	-1	-1.0	4	1	-9	-3
46	COC(=O)c1sc(NC(=O)COc2ccc(C)cc2)nc1C	-8	50	-4	3	-2.9	11	0	-15	-8
47	CCOc1ccccc1NC(=O)CCN1CCN(S(=O)(=O)c2ccc(Br)cc2)CC1	3	9	-3	-17	0.4	5	0	-7	6
48	COCCNC(=O)Cn1nc(C(F)(F)F)cc1C	12	1	-3	0	-1.0	-3	0	-12	1
49	Cc1cc(N2CCC(C)CC2)c(F)cc1[N+](=O)[O-]	-23	62	-1	-11	-0.6	0	1	-3	-6
50	Cc1cc(C)cc(C(=O)N2CC(=O)Nc3ccccc32)c1	-7	.	78*	2	0.6	8	82*	-4	-4
51	O=C(NCCOC(=O)c1ccc(Cl)c(S(=O)(=O)N2CCCCC2)c1)c1ccncc1	12	13	-4	-15	-2.9	0	2	-10	12
52	Cc1ccc(C2(c3noc(CN(C)CCO)n3)CCCC2)cc1	-4	15	2	-11	-0.1	2	7	-5	-13
53	O=C(CSc1nnc(-c2cnccn2)n1Cc1ccco1)c1ccccc1	-1	3	-4	-27	2.5	-1	1	10	10
54	NC(=O)Nc1ccc(C(=O)OCC(=O)NC2CCCCC2)cc1	1	30	0	13	0.9	2	6	-5	-13
55	O=C(Nc1cccc(F)c1)C1CCN(C(=O)c2ccccc2Cl)CC1	-8	-7	0	-10	0.6	-6	3	-3	1
56	CC1CCC2(CC1)NC(=O)N(CC(=O)N1CCN(S(=O)(=O)c3ccccc3)CC1)C2=O (stereo not given)	-5	16	2	-18	-1.0	0	6	-5	-4
57	CN(C)CCCNc1cc(C(C)(C)C)nc2c(-c3ccccc3)cnn12	55*	-54	7	24	-1.4	.	4	28	27
58	CCC(C)(C)NC(=O)C(c1ccco1)N(C(=O)c1csnn1)c1cccc(F)c1 (stereo not given)	-2	2	-5	-30	-2.5	-2	2	-21	9
59	Nc1ccccc1Oc1ccc2ccccc2c1	9	27	-1	6	-1.4	2	7	-7	2
60	CC1(C(=O)NCc2ccc(Cl)c(Cl)c2)Oc2cccnc2NC1=O (stereo not given)	-15	0	0	0	-0.6	7	7	-11	-5
61	COc1cc(/C=N/NC(=O)c2ccc([N+](=O)[O-])cc2Cl)cc(Br)c1O	0	-11	8	3	0.8	-7	16	-2	1
62	CSc1ccc2nnc(-c3cccc(F)c3)n2n1	-16	29	-5	-21	0.7	3	0	-1	-2
63	O=C(Nc1ccccc1)c1ccccc1N=Cc1cccc(O)c1	29	10	-3	-23	-0.3	-3	6	-3	28
64	CCC(=O)N1CCc2cc(S(=O)(=O)NCCC(=O)Nc3ccccc3C)ccc21	-2	-11	2	1	-1.0	4	-1	-6	-4
65	CN1CCN(NC(=O)CN2C(=O)/C(=C/c3ccccc3Cl)SC2=S)CC1	-9	0	1	8	0.1	1	1	-6	10
66	O=C(O)c1cnn2cc(-c3[nH]ncc3[N+](=O)[O-])cnc12	-12	0	-2	-19	0.2	5	0	-6	-4
67	CCOC(=O)CSc1n[nH]c(NC(=O)c2cccc(C(F)(F)F)c2)n1	11	68	0	-6	0.9	4	8	-4	1
68	Cc1cc(C(=O)CSc2nc(N)cc(N)n2)c(C)n1C1CC1	5	-3	-1	-17	-0.5	0	5	-13	-1
69	C=CCOc1ccc(/C(O)=C2/C(=O)C(=O)N(CCCn3ccnc3)C2c2ccco2)cc1 (stereo not given)	10	-12	-3	13	0.0	3	4	1	0
70	CN1CCN(C(=O)CN(c2ccccc2)S(=O)(=O)N(C)C)CC1	-9	-10	5	5	-0.5	1	8	-7	-15
71	COc1ccc(C(=O)C2CCCN(C(=O)c3ccc4cc[nH]c4c3)C2)c(C)c1 (stereo not given)	-10	5	-2	-4	0.3	2	5	-1	-11
72	Cc1ccc(CN2CCN(CC(=O)NC(C)c3ccc4c(c3)OCCO4)C2=O)cc1 (stereo not given)	-10	16	2	-13	0.6	2	9	-18	-5
73	CC(=O)/C(N=Nc1cc2c(c([N+](=O)[O-])c1C)C(C)(C)CC2(C)C)=C(\C)O	-10	21	-3	8	-1.1	.	3	-3	1
74	COc1ccc(C(=O)NN/C(C)=C/C(=O)C(F)(F)C(F)(F)C(F)(F)F)cc1	-11	37	-7	-8	5.5	4	-2	-7	-2
75	Fc1ccc(/C=N/n2c(-c3cccs3)n[nH]c2=S)cc1	-25	16	5	-3	0.5	1	7	17	-17
76	O=C(O)c1cnn(-c2nc(-c3cccc(F)c3)cs2)c1C(F)(F)F	-19	-25	5	1	-0.8	-1	0	-6	-11
77	CCOC(=O)c1cc2ccc(OC)c(OC)c2c(=O)s1	-19	-1	-4	-21	-0.6	0	0	-6	-12
